MITF TRPM1 inh – inhibitors of MITF-dependent TRPM1 promoter reporter, primary screen, cell-based, SK-MEL-5, single point, luciferase | inhibition, % at 12.5 µM | AID 488899, 2010 | SK-MEL-5 TRPM1 promoter luciferase, 24 h | actives 0.83% (n = 330,000);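 active = mean inhibition across replicates of 60% or more, whatever share of single replicates reaches that level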; also: values of inactives mirror those of a sister screen read the other way
Shn3 3UTR inh – reduction of Shn3 3'UTR firefly luciferase signal, primary screen, Schnurri-3 inhibitor project, cell-based, Clone20 osteoblasts, set 2; inhibition, % at 12.5 µM; Clone20 osteoblast Shn3 3'UTR firefly luciferase, 24 h; actives 0.52% (n = 360,000);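 active = mean inhibition of at least 75% with every replicate also reaching 75%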;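 also: 0% = median of neutral control wells and 100% = pilot-screen positive control compound; some compounds past the cut are filed as inactive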
KKLEB tox – cytotoxicity in KKLEB CF airway cells, primary screen, cytotoxicity control for CF NF-kB inhibitor project, cell-based, uHTS, fluorescence assay plates. KKLEB CF airway cells viability, ATPlite luminescence, overnight; active compounds read low; cells stimulated with P. aeruginosa culture filtrate. activity change (cytotoxicity), % at 5 µM. actives 0.36% (n = 360,000). AID 602141, 2011;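 active = corrected activity change at or below -50% at 5 µM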
Peg3 promoter – Peg3 promoter-driven luciferase inhibitors, primary screen, cell-based, HeLa, luciferase luminescence | HeLa PEG-Prom luciferase reporter, overnight | inhibition, % at 20 µM | actives 1.7% (n = 360,000) | AID 588405, 2011;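 active = inhibition of at least 50% at 20 µM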
Vif inh – HIV Vif self-association inhibitors, primary screen, imaging, HEK293T, single point; HEK293T cells, Vif self-association by quenched fluorescence, 24 h; inhibition, % at 7.49 µM; AID 602346, 2012; actives 0.35% (n = 340,000); in the data active = inhibition above about 50%, passing the limit was not always enough; also: some results filed as inactive read as strong as hits
NR2E3 ag-1 – inhibitors of NR2E3-RetCOR corepressor binding, primary screen, NR2E3 agonist project, biochemical, TR-FRET, GST-NR2E3, biotin-RetCOR. actives 0.12% (n = 320,000). inhibition of corepressor binding, % at 4.78 µM. 1536-well. Photoreceptor-specific nuclear receptor (Homo sapiens), Q9Y5X4. AID 2300, 2010;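 active = percent inhibition above the cutoff of mean plus 3 SD of all tested compounds, set per screening campaign, cut at about 20% in these data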;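 also: 0% = DMSO wells and 100% = biotin wells as full block of FRET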
Target sequence (Q9Y5X4 whole entry, looked up): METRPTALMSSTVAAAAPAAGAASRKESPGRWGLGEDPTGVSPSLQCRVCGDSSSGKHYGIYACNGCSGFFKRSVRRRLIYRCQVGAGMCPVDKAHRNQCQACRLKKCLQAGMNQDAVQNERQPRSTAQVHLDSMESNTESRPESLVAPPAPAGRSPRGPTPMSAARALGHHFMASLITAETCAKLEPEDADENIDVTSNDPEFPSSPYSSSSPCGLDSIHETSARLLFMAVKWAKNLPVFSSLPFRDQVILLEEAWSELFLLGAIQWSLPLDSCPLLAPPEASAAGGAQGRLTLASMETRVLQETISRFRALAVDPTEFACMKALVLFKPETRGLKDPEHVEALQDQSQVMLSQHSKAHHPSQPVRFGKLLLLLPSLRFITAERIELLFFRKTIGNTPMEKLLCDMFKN
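Material – GST-tagged NR2E3 plus biotinylated RetCOR corepressor · Quantity – NR2E3 fusion 1.35 nM · Times – 5 h incubation at 4 °C · Medium – pH 7.5 Tris-based buffer · Technique – TR-FRET, Eu(K)-anti-GST donor, streptavidin-D2 acceptor, ex 340, em 617/671 nm · Benchmarks – high control biotin, low control 0.6% DMSO · Format – 1536-well plates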
HIF-2a block – HIF-2a reporter inhibitors, primary screen, luminescence, 786-0 RCC cells; 786-0 RCC cells HIF-2a reporter, luciferase luminescence, overnight; inhibition, % at 18.8 µM; actives 0.72% (n = 360,000); AID 624352, 2012;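 active = inhibition of the luminescence signal of 40% or more relative to plate controls, in a single-dose primary screen at 18.75 µM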
PDI inh – inhibitors of human PDI, primary screen, biochemical, turbidity, single point, plate reader; Protein disulfide-isomerase (Homo sapiens), P07237; PDI insulin aggregation turbidity, A650, 90 min; inhibition, % at 10 µM; actives 0.052% (n = 350,000);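 active = mean inhibition across replicates of 30% or more, whatever share of single replicates reach that level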;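 also: absorbance from insulin aggregation driven by PDI reduction with DTT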
Target sequence (P07237 whole entry, looked up): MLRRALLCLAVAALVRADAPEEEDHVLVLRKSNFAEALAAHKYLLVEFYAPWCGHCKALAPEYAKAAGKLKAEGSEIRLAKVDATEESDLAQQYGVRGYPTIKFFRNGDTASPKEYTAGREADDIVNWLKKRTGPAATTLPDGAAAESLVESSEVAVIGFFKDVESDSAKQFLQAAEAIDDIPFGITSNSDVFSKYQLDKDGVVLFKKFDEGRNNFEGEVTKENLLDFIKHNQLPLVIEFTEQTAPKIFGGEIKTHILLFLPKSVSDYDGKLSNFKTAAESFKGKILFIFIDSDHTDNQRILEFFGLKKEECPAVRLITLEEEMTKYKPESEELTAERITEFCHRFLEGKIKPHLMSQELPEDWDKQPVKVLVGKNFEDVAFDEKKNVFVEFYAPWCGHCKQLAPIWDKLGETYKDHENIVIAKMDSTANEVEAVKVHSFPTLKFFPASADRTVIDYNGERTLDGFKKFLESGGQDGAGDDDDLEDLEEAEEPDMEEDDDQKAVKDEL
CF NFkB inh – inhibitors of PAF-induced NF-kB signaling, primary screen, cell-based, GFP fluorescence, uHTS; KKLEB NF-kB-GFP reporter, GFP fluorescence overnight; inhibition, % at 5 µM; actives 0.86% (n = 360,000); AID 588850, 2011;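 active = at least 50% inhibition at 5 µM, scaled per plate between neutral and stimulator controls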;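 also: PAF is a Pseudomonas aeruginosa culture filtrate used as stimulus; plate controls were PAF-stimulated DMSO wells for no effect and unstimulated DMSO wells for full effect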
CaV13 FRET inh – Primary screen for inhibitors of IQ motif and Ca2+-dependent inactivation inhibitor domain binding in CACNA1D, Förster resonance energy transfer in living cells, …; HEK cells, CFP/YFP FRET ICDI-IQ, plate reader, 10 min; percent FRET-ratio fall versus neutral wells; inhibition, % at 12.3 µM; actives 0.098% (n = 340,000); AID 743397;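 active = mean replicate inhibition of at least 30% and at least 1% of replicates passing that level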;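 also: 0% = median of the neutral control wells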
NR2E3 ag-2 – NR2E3 agonists in two-hybrid cells, primary screen, cell-based, luminescence, CHO-S, Gal4-NCOR/VP16-NR2E3 | Photoreceptor-specific nuclear receptor (Homo sapiens), Q9Y5X4 | luciferase | inhibition of corepressor binding, % at 3.98 µM | actives 0.35% (n = 360,000) | AID 602229, 2012;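 active = inhibition above the mean of all tested compounds plus 3 SD, cut at about 70% in these data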;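 also: 0% = DMSO with NR2E3 transfected cells and 100% = cells lacking NR2E3 construct; higher means lower luciferase signal from less NR2E3 corepressor binding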
* marks the source's active call; other numbers are inactive results; / = not tested or not shown.

SMILES	MITF TRPM1 inh	Shn3 3UTR inh	KKLEB tox	Peg3 promoter	Vif inh	NR2E3 ag-1	HIF-2a block	PDI inh	CF NFkB inh	CaV13 FRET inh	NR2E3 ag-2
CCCS(=O)(=O)Nc1c(OC)ccc2c1c(C(=O)OCC)c(C)n2C	1.3	-15.8	-6.8	5.6	-4.6	1.2	12.3	7.5	4.2	-5.6	5.2
CCOC(=O)c1c(C)oc2c1cc(NS(=O)(=O)c1ccc(C(=O)O)cc1)c1ccccc12	32.2	-5.0	-1.1	1.1	-0.3	1.4	15.2	-2.1	-22.5	-1.6	2.0
Cc1ccc(N(CN2C(=O)NC(C)(C)C2=O)CN2C(=O)NC(C)(C)C2=O)cc1	6.6	-9.3	1.3	-4.0	1.9	-0.7	-36.2	8.9	1.6	-3.5	-42.8
O=C(NC1CCCCC1)c1ccccc1NC(=O)C1CC(=O)N(c2ccccc2)C1 (stereo unspecified)	7.0	-46.7	-4.8	12.4	-5.3	-1.8	13.0	-0.9	7.6	-3.9	1.4
COc1ccc(C(=O)NNC(=O)CN2CCC(n3nnc4cc(C(F)(F)F)ccc43)CC2)cc1	-4.1	-11.6	-3.3	15.0	2.4	6.6	9.9	-2.8	7.3	-4.9	-12.8
O=C(NC(=S)N1CCCc2ccccc21)c1ccc([N+](=O)[O-])cc1	-11.0	3.2	1.8	-38.7	-6.2	-1.1	-130.4	0.2	-4.6	-7.4	-44.6
COc1ccc(S(=O)(=O)CCC(=O)N2CCN(c3ccc([N+](=O)[O-])cc3)CC2)cc1	-8.6	54.7	10.4	24.6	-4.7	-0.4	16.3	0.9	8.1	-2.0	21.0
C/C(=N\NC(=O)c1ccccc1O)c1c(O)cc(C)oc1=O	-17.2	1.2	-12.2	-9.1	-2.1	-0.6	-173.6	1.7	-2.1	-11.0	-18.1
O=C(NNc1nc2ccc(Cl)cc2s1)c1cc(-c2cccs2)nc2ccccc12	6.3	2.2	-18.9	87.1*	21.2	0.8	14.4	-2.1	37.5	-6.9	9.9
O=C(NC(Cc1c[nH]c2ccccc12)c1nnc2n1CCCCC2)c1ccccc1 (stereo unspecified)	1.1	-2.4	3.5	14.0	7.0	-2.1	17.5	22.4	-4.2	-9.1	0.9
Cc1ccc(C)c(N2N=C(C(=O)Nc3cccc(S(=O)(=O)N4CCCCC4)c3)CCC2=O)c1	16.3	14.4	12.0	20.3	6.0	-0.5	19.4	1.5	-35.9	-6.1	-3.8
Cc1cc(C)cc(COn2ccnc2)c1	-2.5	-1.0	-3.2	8.7	5.8	-0.4	1.6	-2.8	9.8	/	22.4
Cc1cc(=O)[nH]c(SCC(=O)N2CCN(C(=O)c3ccco3)CC2)n1	4.6	1.4	5.8	5.3	-0.3	/	11.9	4.7	9.5	-2.8	-18.3
COC(=O)C1=C(N)OC2=C(C(=O)CC(C)(C)C2)C1c1cccs1 (stereo unspecified)	0.5	14.8	-8.3	14.1	1.1	2.2	3.2	2.5	-13.1	-5.1	1.6
COc1ccc(NC(=S)Nc2cccc(C(F)(F)F)c2)c(C)c1	-5.7	-28.9	9.4	-8.9	2.1	2.5	-11.4	4.9	0.0	3.2	26.1
O=C(c1ccc(Cl)nc1)N1CCN(S(=O)(=O)c2ccc3c(c2)OCCO3)CC1	-1.2	-2.6	9.4	8.1	-0.7	-0.5	0.2	3.7	10.1	-2.1	-12.3
Cc1ccc(-c2nc3ccccc3[nH]2)s1	-55.4	-53.5	-7.7	-230.6	/	1.1	-162.6	5.1	-12.4	-5.7	-123.6
COc1ccc(C(=O)Nc2ccccc2SCc2cc(=O)n3nc(C)sc3n2)cc1OC	-3.6	-24.6	-18.7	-10.7	4.0	-0.9	-3.0	12.4	2.9	-2.9	-20.9
O=C(NCc1ccc(C(F)(F)F)cc1)C12CN(Cc3ccccc3)CC1C(c1cccc([N+](=O)[O-])c1)=NO2 (stereo unspecified)	-2.0	39.4	-11.4	-14.0	-6.0	3.2	-25.0	4.2	15.9	-5.6	1.6
Cc1ccc(S(=O)(=O)N2CCCCC2)cc1NC(=O)COC(=O)C1=COCCO1	12.5	3.1	-11.9	16.9	11.8	-0.9	6.3	-1.7	4.6	-4.3	-31.6
CC(NC(=O)c1ccc(CS(C)(=O)=O)cc1)c1ccc(-c2ccccc2)cc1 (stereo unspecified)	-8.1	-0.8	-0.1	7.9	-5.9	2.0	-0.9	4.2	-11.8	-5.0	-21.9
O=S(=O)(NC1CCCCCCC1)c1cccs1	3.5	-7.9	-12.0	13.6	-14.5	-2.9	12.6	-6.2	9.2	-4.6	-12.6
O=C1CN=C(Nc2ccccc2)N1Cc1cccs1	1.8	-1.2	5.3	3.1	6.7	-3.7	16.0	1.4	-13.5	-8.8	-1.4
COc1cccc(OC)c1C(=O)N1CCN(C(=O)c2ccc(-c3ccccc3)cc2)CC1	1.1	6.2	5.4	4.9	-4.5	-1.5	10.4	8.9	-8.2	-6.6	-11.8
Cc1nn(C2CCS(=O)(=O)C2)c(Cl)c1/C=C/C(=O)OCC(=O)Nc1ccccc1[N+](=O)[O-] (stereo unspecified)	5.2	10.0	-0.1	-106.1	3.8	0.9	-13.8	2.8	13.0	-4.0	-17.6

Going on with the list.
SMILES	MITF TRPM1 inh	Shn3 3UTR inh	KKLEB tox	Peg3 promoter	Vif inh	NR2E3 ag-1	HIF-2a block	PDI inh	CF NFkB inh	CaV13 FRET inh	NR2E3 ag-2
Cc1cc(-c2cc(C(=O)NC3CCCC3)on2)nc(NCC2CC2)n1	6.3	7.6	14.2	8.9	/	1.3	12.0	-0.8	-2.0	-8.4	8.4
CC(=O)c1ccccc1NC(=O)COC(=O)CCCN1C(=O)c2cccc3cccc(c23)C1=O	2.1	18.0	0.0	15.2	-9.0	3.0	15.8	-18.4	-6.3	-5.5	15.8
CCSc1nnc(SCC(=O)NNC(=O)c2ccccc2F)s1	3.1	-6.9	-4.9	3.6	-3.7	0.3	-4.2	-1.2	5.3	-2.0	7.8
NC(=O)C1CCCN1Cc1ccc2c(c1)OCO2 (stereo unspecified)	5.4	-22.6	-7.0	-1.7	0.4	/	-3.7	-10.9	0.6	-5.6	-9.8
CC1(C)Cc2c(sc3c2c(=N)n(Cc2ccco2)c(=O)n3Cc2ccccc2)CO1	19.8	-3.7	-11.0	18.2	-4.1	5.3	21.4	0.9	12.8	-6.8	-17.3
C/C(=C\COc1cc(=O)[nH]c2ccccc12)CCC(O)C(C)(C)O (stereo unspecified)	/	-7.6	-6.8	7.5	14.8	-1.8	17.7	/	36.2	/	-16.0
COc1cc(CNc2nc3ccccc3n2C)cc(OC)c1OC	2.1	-9.4	6.8	29.1	-2.1	-2.1	16.0	0.3	-7.3	-1.8	17.1
Cc1cccc(NS(=O)(=O)c2ccc(Oc3ccccc3)cc2)n1	3.7	2.0	-13.3	0.2	9.4	0.7	0.8	5.0	-2.2	/	16.4
O=C(CSc1nc2ccccc2n1S(=O)(=O)c1ccccc1)N1CCCCC1	-45.0	-9.3	9.5	-165.9	6.1	2.1	-95.9	5.5	-9.1	/	-27.0
CC(C)(C)c1ccc(S(=O)(=O)NC(=O)C2(C)CCN2C(=O)C2(c3ccc(Cl)cc3)CC2)cc1 (stereo unspecified)	/	4.8	4.6	-0.9	-5.2	/	-1.4	-4.0	-5.7	-4.7	15.4
Cc1cc(C)nc(SCC(=O)O)n1	7.8	-1.9	0.8	-5.8	26.3	0.7	14.2	-4.0	-11.2	/	-4.7
O=C1c2ccccc2C(=O)N1CC1c2ccccc2CCN1C(=O)CN1CCOCC1 (stereo unspecified)	-2.7	-17.6	1.7	-8.3	7.1	2.8	5.1	4.6	-7.1	-4.0	-5.9
Cc1ccccc1OCc1nnc(SCc2nc3ccccc3c(=O)[nH]2)n1C	-1.2	13.1	10.2	16.3	3.4	1.8	16.5	5.4	4.4	10.8	2.6
O=C(COc1ccc(C(=O)c2ccccc2)cc1)Nc1cccnc1	-12.4	71.3	-6.4	-26.2	-6.3	-3.4	-11.2	-11.7	3.3	-2.0	-18.5
CCC(=O)Nc1cc(C(=O)OCc2ccc(C(=O)Oc3ccccc3)cc2)ccc1C	-3.1	3.5	0.5	-25.7	/	2.5	0.5	-0.7	-6.2	-4.9	-4.7
Cc1ccccc1S(=O)c1ccccc1C(=O)O (stereo unspecified)	18.0	5.8	17.1	9.1	-8.0	-0.4	13.7	1.3	-17.2	-16.3	3.3
Cc1ccc(C(=O)NCCOC23CC4CC(CC(C4)C2)C3)cc1	-5.9	-0.4	-2.9	-17.1	8.6	-2.4	-56.6	-2.0	6.0	-11.2	-23.5
COc1ccc(CN2CCN(C(=O)Cn3nc(C)n4cccc4c3=O)CC2)c(OC)c1OC	0.1	-2.6	-1.6	-2.8	5.0	-3.5	13.4	1.4	-4.2	-6.9	-22.6
CCOc1ccccc1C(=O)N[C@H](C(=O)Nc1nc2c(s1)CCCC2)C(C)C	18.6	14.0	2.4	-6.2	0.3	2.8	-162.9	-8.4	17.2	2.7	-37.3
CN(Cc1ccccc1F)C(=O)CCNC(=O)c1ccc(C(C)(C)C)cc1	2.8	-6.8	-18.3	-3.8	-2.6	-0.2	-5.4	11.0	-1.7	-4.9	0.9
Cn1nc(C(=O)Nc2ccc(Cl)cc2)cc1C(=O)Nc1ccc(Cl)cc1	16.4	-2.9	-3.7	16.9	14.1	-0.8	6.8	4.6	-0.4	-4.6	-20.2
c1ccc(Cn2nnc3c(N4CCOCC4)ncnc32)cc1	-7.4	5.0	1.8	-5.9	16.7	2.7	-10.5	-12.0	-44.2	-5.2	24.3
COC(=O)c1c(NC(C)=O)csc1C	7.7	-17.5	-0.6	-12.2	8.6	2.9	16.0	4.5	-3.0	-4.3	-2.3

Screening data from PubChem.
